Tat transport: E. coli Tat export inhibitors, primary screen, MC4100, TorA-mCherry reporter, fluorescence, single point | inhibition, % at 10 µM | actives 0.036% (n = 340,000) | AID 488895, 2010;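 active means mean replicate inhibition at least 50% and at least half of replicates individually reaching 50%; inconclusive means only one of the two criteria met; inactive means neither criterion met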;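 further: exported cargo escapes ClpAP degradation while cytoplasmic cargo is degraded and loses fluorescence; 0% = median of neutral control wells and 100% = median of NaSCN control wells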
CAL PDZ FP-1: untagged CAL PDZ binding inhibitors, primary screen, biochemical, fluorescence polarization, HTS; Golgi-associated PDZ and coiled-coil motif-containing protein (Homo sapiens), Q9HD26; inhibition, % at 24.9 µM; actives 0.92% (n = 300,000); AID 602252, 2012; purified CAL PDZ, TMR-peptide fluorescence polarization, 1 h;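 active means mean inhibition of at least 30% with at least half of replicates also reaching 30%; inconclusive means no clear call, values can overlap the other calls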;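 further: 0% = DMSO neutral control and 100% = excess unlabeled competitor peptide PRC23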
Rtt109 Vps75: inhibitors of C. albicans Rtt109/Vps75 HAT, primary screen, biochemical, ThioGlo CoA-SH fluorescence, plate reader; Histone acetyltransferase RTT109 (Candida albicans (strain SC5314 / ATCC MYA-2876)), …; purified Rtt109/Vps75, 4 h; inhibition, % at 34.9 µM; actives 0.16% (n = 330,000); AID 540336, 2011;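 active means inhibition of at least 50% in every replicate; inconclusive means best replicate reaches 50% inhibition but some replicates fall short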
Target sequence (Q5AAJ8 whole entry, looked up): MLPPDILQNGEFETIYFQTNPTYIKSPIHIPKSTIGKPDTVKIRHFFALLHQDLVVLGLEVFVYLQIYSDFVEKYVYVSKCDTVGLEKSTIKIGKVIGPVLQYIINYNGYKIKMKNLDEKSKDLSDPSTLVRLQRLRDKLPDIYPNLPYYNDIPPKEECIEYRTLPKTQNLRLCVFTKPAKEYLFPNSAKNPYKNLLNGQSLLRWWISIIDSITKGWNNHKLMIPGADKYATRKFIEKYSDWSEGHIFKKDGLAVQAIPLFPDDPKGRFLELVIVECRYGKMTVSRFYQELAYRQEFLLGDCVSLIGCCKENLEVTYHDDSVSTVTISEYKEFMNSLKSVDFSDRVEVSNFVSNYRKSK
V-ATPase pHluor: regulators of yeast V-ATPase proton pumping, primary screen, pHLuorin cytosolic pH fluorescence; AID 504577, 2011; response, % at 10 µM; S. cerevisiae; actives 0.37% (n = 350,000); in the data active means response mostly above about 7.3%, no sharp cut-off; inactive means mostly below about 5.4%; further: actives read high; inactives centre near 0; some compounds called inactive have numbers as strong as hits; reference of the scale not given here
Wnt act: Wnt/beta-catenin pathway activators, primary screen, cell-based, plate reader, single point. actives 1.2% (n = 300,000). Wnt/beta-catenin reporter cell assay, activator. activation, % at 9.35 µM; in the data active means activation above about 30%, passing the limit was not always enough; inconclusive means no clear call, values can overlap the other calls;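 further: 0% = neutral control wells and 100% = positive control wells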
CAL PDZ FP-2: CAL PDZ peptide-binding inhibitors, primary screen, biochemical, fluorescence polarization, Cer-tagged CAL PDZ, HTS | Golgi-associated PDZ and coiled-coil motif-containing protein (Homo sapiens), Q9HD26 | purified CAL PDZ, TMR-peptide fluorescence polarization, 1 h | inhibition, % at 20 µM | actives 0.02% (n = 330,000) | AID 504414, 2011;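 active means highest replicate inhibition of at least 40%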;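 further: plate controls were DMSO neutral control wells for no effect and unlabeled competitor peptide control wells for full effect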
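material = purified tagged CAL PDZ domain construct (CerCALP) | compound dosing = 20 µM, one dose | times = 1 h at RT | measured by = fluorescence polarization from S- and P-plane intensities, G-factor corrected | read-out = inhibition from polarization loss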
MITF TRPM1 HTS: activators of MITF-driven TRPM1 promoter reporter, primary screen, cell-based, SK-MEL-5, luciferase, single point; SK-MEL-5 TRPM1-promoter luciferase, 24 h; % of positive control, neutral wells = 0; activation, % at 12.5 µM; actives 0.75% (n = 300,000);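 active means mean activation of at least 80% with every replicate also reaching 80%; inconclusive means mean reaches 80% but some replicate falls short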;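 further: 0% = neutral control wells and 100% = parthenolide positive control wells; values of inactives mirror those of a sister screen read the other way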
CDK5 inh: inhibitors of human CDK5/p35 kinase, primary screen, biochemical, single concentration; inhibition, % at 10 µM; Recombinant CDK5/p35, ADP-Glo luminescence, 60 min; actives 0.01% (n = 330,000); Cyclin-dependent kinase 5 (Homo sapiens) + Cyclin-dependent kinase 5 activator 1 (Homo …;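 active means highest replicate inhibition of at least 50% and at least 75% of replicates reaching 50%; inconclusive means only one of the two criteria met; inactive means both criteria failed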;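 further: plate controls were DMSO neutral control for no effect and GW8510 at 10 µM for full effect; many of its hits are not listed in these tables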
Target sequence (Q00535 whole entry, looked up): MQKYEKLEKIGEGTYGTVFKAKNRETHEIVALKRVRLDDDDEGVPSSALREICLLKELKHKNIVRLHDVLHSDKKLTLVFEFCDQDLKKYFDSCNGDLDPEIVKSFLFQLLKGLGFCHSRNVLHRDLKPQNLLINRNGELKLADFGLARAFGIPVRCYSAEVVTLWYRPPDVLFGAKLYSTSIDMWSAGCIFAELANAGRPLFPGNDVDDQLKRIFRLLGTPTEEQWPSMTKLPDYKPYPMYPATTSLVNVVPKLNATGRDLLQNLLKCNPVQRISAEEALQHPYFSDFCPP
Target sequence (Q15078 whole entry, looked up): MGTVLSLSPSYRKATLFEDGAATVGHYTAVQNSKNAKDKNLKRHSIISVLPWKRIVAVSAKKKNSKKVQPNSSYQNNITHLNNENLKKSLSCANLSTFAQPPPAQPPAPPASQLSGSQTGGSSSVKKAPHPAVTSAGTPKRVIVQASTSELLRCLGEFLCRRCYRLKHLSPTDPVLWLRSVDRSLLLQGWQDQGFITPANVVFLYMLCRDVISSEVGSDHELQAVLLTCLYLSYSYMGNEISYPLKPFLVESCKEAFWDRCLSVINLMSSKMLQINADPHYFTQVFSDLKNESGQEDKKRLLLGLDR
RTF Ca sens act: cardiac RTF calcium sensitivity activators, primary screen, biochemical, IANBD-TnC fluorescence, EC20 calcium; actives 0.24% (n = 340,000); Troponin I, cardiac muscle (Homo sapiens) + Troponin T, cardiac muscle (Homo sapiens) + …; activation, % at 7.2 µM; IANBD-labeled TnC RTF fluorescence at EC20 calcium; 0% EC20 calcium, 100% full calcium; AID 493008, 2010;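 active means activation above the mean over all tested compounds plus 3 SD, cut at about 30% in these data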;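 further: rise in fluorescence read as greater calcium sensitivity of cardiac thin filaments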
dFosB act: activators of delta FosB homodimer, primary screen, biochemical, fluorescence polarization, TAMRA-CDK5 oligo, single point; purified delta FosB; percent of positive-control signal above neutral wells; activation, % at 25 µM; actives 0.99% (n = 340,000);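 active means mean activation above about 17%, with every replicate also reaching it, limit read from the data, passing the limit was not always enough; inconclusive means only one of the two conditions met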;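 further: fluorescence polarization rise as delta FosB binds a TAMRA Cdk5 AP-1 oligo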
An asterisk follows results filed as active; ? = inconclusive; nt = no result given.

SMILES	Tat transport	CAL PDZ FP-1	Rtt109 Vps75	V-ATPase pHluor	Wnt act	CAL PDZ FP-2	MITF TRPM1 HTS	CDK5 inh	RTF Ca sens act	dFosB act
CCOc1ccc(Br)cc1S(=O)(=O)Nc1ccc(S(=O)(=O)Nc2cc(C)on2)cc1	-5	0	-3	-1	1	-0.1	1	-1.9	-5	10
CCOC(=O)c1csc(N/N=C2\CCc3ccccc32)n1	5	-1	-4	-2	0	-1.8	9	-7.3	-5	-12
CCN(CC)CC(O)CN1c2ccccc2Sc2ccccc21 (stereo not given)	-5	-6	7	-1	2	0.6	15	-0.4	0	-11
COc1cc(NC(=O)c2cc3c(Cl)nc4ccccc4c3s2)cc(OC)c1OC	10	-1	-6	-7	-6	0.1	3	-1.5	-4	14
CCOC(=O)N1CCC(N2Cc3cccc(C(=O)NCC4CCN(CC(C)C)C4)c3C2=O)CC1 (stereo not given)	0	nt	3	7	-1	-1.6	nt	-0.7	-2	-2
Cc1cc(Cl)ccc1NNC(=O)c1snnc1C	17	-7	4	1	0	0.6	nt	2.0	-2	2
Cc1nc2ccc(C(C(F)(F)F)(C(F)(F)F)C(F)(F)F)cc2[nH]1	4	-2	2	1	-1	-3.1	12	-1.7	-1	-14
COc1cc(/C=C/c2nc(-c3ccccc3O)n[nH]2)cc(OC)c1OC	5	-7	18	0	nt	-4.7	19	-0.3	-3	?
CC(=O)c1ccc2noc(-c3ccccc3)c2c1	-17	nt	-1	3	7	-2.6	19	5.0	11	-16
CCn1c(SCC(=O)Nc2nc(C)c(C)s2)nnc1-c1ccco1	-4	-7	1	-4	nt	nt	1	-0.8	-9	-7
COc1ccc(NC(=O)CN2CCCCC2)cc1S(=O)(=O)N1CCCCC1	-7	-8	2	-4	-5	-0.6	-9	-0.9	8	-5
CC(C)C[C@H](NC(=O)c1[nH]cnc1C(=O)N[C@@H](Cc1ccccc1)C(=O)OCc1ccccc1)C(=O)OCc1ccccc1	-2	-2	-2	2	-6	-1.1	7	-0.9	9	0
COC(=O)CSc1ccc2nnc(-c3ccc(F)cc3)n2n1	1	-4	-3	-1	-1	-2.1	2	-1.4	1	-6
CCCCCn1ccc(=N)cc1	4	-2	9	-3	nt	-0.6	-20	-0.3	-5	1
Cc1ccc(Cn2ccc(NC(=O)c3noc4c3CCc3ccccc3-4)n2)cc1	-1	1	-5	0	-2	-1.5	nt	0.2	8	3
CC(Oc1ccc(Cl)cc1Cl)c1ccnc(N)n1 (stereo not given)	-10	-2	-3	2	0	-2.2	17	-0.5	4	1
C=CCn1c(=O)c2ccccc2n2c(=S)[nH]nc12	-7	0	3	5	-1	0.6	0	2.4	0	-6
Cc1noc(C)c1C(=O)Nc1cccc(S(=O)(=O)N2CCOCC2)c1	2	7	-4	-3	-4	-1.1	-4	-1.0	-4	2
Cc1ccc(NC(=O)c2ccccc2F)nc1	-5	0	-16	1	nt	-1.1	nt	0.1	-12	-8
O=C(NC1CCN(Cc2ccccc2Cl)CC1)c1ccccc1	-6	3	7	-1	0	-0.5	-6	2.4	4	3
COn1c(=S)[nH]c2ccccc2c1=O	0	nt	0	-1	nt	-1.4	-5	-1.3	0	6
N#C/C(=C\c1ccc(Cl)cc1)c1nc(-c2ccco2)cs1	2	-3	-3	-2	1	-0.5	24	-1.9	0	-2
Cc1ccc2c(CSc3nnnn3C)cc(=O)oc2c1	2	2	-12	2	-1	-1.9	-3	0.3	-2	-1
O=C(NCc1ccccc1Cl)NC(=O)c1ccccc1	-3	-1	1	-2	1	-4.4	12	0.1	-7	1
Cc1cc(C)nc(NC(=S)Nc2cccc(Cl)c2Cl)c1	14	-1	-6	3	-1	-1.6	4	-1.0	4	16
Cc1ccc(C(=O)Nc2ccccc2)cc1S(=O)(=O)N1CCN(C)CC1	-7	-5	9	3	1	21	-1	-0.6	8	-4
CN(Cc1ccccc1)C(=O)C1CCCN1S(=O)(=O)c1ccc(Cl)cc1 (stereo not given)	1	-2	-4	-3	-3	-4.3	6	-1.9	0	-20
CCC(=O)Nc1cc(C(C)C)c(O)cc1C	-6	-3	2	3	-1	0.2	-8	-0.8	5	-5
Cc1ccc(Cn2cnc3c(nnn3Cc3ccc(Cl)cc3)c2=O)cc1	22	nt	0	6	-11	0.4	-6	-18	-8	2
Cc1ccc(C)c(N(C(=O)Cn2nnc3ccccc32)C(C(=O)NCc2ccco2)c2ccncc2)c1 (stereo not given)	-2	-1	-2	2	nt	-0.9	-6	-0.2	5	-1
O=C(CSc1nc2scc(-c3ccco3)c2c(=O)n1-c1ccccc1)N1CCOCC1	-4	2	8	-4	-5	-1.0	12	3.6	1	-10
Cc1ccccc1-c1cc(C(=O)NCC2CC2)nn1CC1CC(c2cccc([N+](=O)[O-])c2)=NO1 (stereo not given)	-6	-1	6	1	0	0.1	-9	1.4	0	-6
COc1ccccc1/C=C/C1(C(=O)NC2CCCC2)CC(=O)N1c1ccc(F)cc1 (stereo not given)	1	-1	0	3	-20	-0.5	-38	-0.5	0	-2
COc1ccccc1Nc1nc(N)nc(CN2CCC(C)CC2)n1	-8	-2	7	-2	0	-2.6	8	1.0	12	-9
COc1ccc(N2CCN(C(=S)Nc3ccc(S(N)(=O)=O)cc3)CC2)cc1	-6	nt	13	1	0	0.5	-8	1.4	4	-2
CCCN(CC(=O)Nc1ccccc1OC)C(=O)Cc1ccccc1F	-8	-6	-2	1	-3	-2.7	3	-2.7	0	0
CN(c1ccccc1)S(=O)(=O)CS(=O)(=O)N(C)c1ccccc1	-3	-3	-6	-2	-2	0.7	5	1.4	-6	-1
O=C(NC(=S)NC1CCSC1=O)c1ccccc1F (stereo not given)	-9	-3	-4	6	nt	-2.6	9	0.4	1	-6
CN(c1ccccc1)S(=O)(=O)c1ccc(C(=O)NNC(=O)c2ccccc2F)cc1	-6	18	0	-1	6	-0.1	9	-0.3	-2	-10
O=C(CCCc1ccccc1)Nc1ccnn1C1CCN(Cc2ccccc2)CC1	-1	-1	-2	-5	-1	-2.4	-8	-1.1	4	-15
COc1ccc(C(=O)N2CCN(Cc3cn[nH]c3-c3ccc(OC)cc3F)CC2)cc1	-7	2	-1	0	-5	-3.5	7	2.1	-3	-1
Cc1cc(CSCc2ccc(Cl)cc2)no1	6	0	-1	-5	-5	-0.1	19	1.9	-3	-13
Cc1c([N+](=O)[O-])c(C(=O)N2CCCC2)nn1C	10	-8	-4	-2	0	0.6	13	1.1	0	5
COCc1nc2ccccc2n1Cc1cccc(C)c1	-5	nt	-4	-1	nt	0.5	0	2.3	-5	2
COc1ccc(S(=O)(=O)N2CCN(C(=O)c3c(-c4ccccc4)noc3C)CC2)cc1	-2	-5	2	1	nt	-0.8	1	-0.1	0	-5
COc1cccc(OC)c1NC(=O)C1CCCN1C(=O)Nc1ccccc1F (stereo not given)	1	-3	4	-1	1	0.5	-3	-0.2	-5	6
CN(c1ccccc1)S(=O)(=O)c1ccc(C(=O)NCc2ccccc2CN2CCCC2)cc1	-7	-5	7	-3	1	-2.9	17	0.7	-3	-4
COc1ccc(-c2nc3cnccn3c2Nc2ccc(C)cc2)cc1	7	-1	0	-1	3	1.1	21	1.2	4	-11
Cc1ccc2nc(-c3ccccc3C)oc(=O)c2c1	-2	-2	1	-3	3	nt	4	-0.2	1	-9
CC(=O)Nc1cc2c(nc1C)nc(C)n2Cc1ccc(Br)cc1	-3	-1	-3	0	nt	-2.1	0	-1.2	-6	1
CCOc1ccccc1NC(=O)CN(c1ccc(C)cc1)S(=O)(=O)c1c(C)n[nH]c1C	11	0	5	-2	nt	0.1	-7	0.3	-3	-9
O=C(O)c1nc(N2CCCCC2)ncc1Cl	-3	3	-6	-1	-2	-1.8	1	-2.2	3	6
Cc1csc(NC(=O)c2ccc(-c3ccc(Cl)cc3Cl)o2)n1	-7	-1	-6	-3	nt	-0.6	5	0.8	2	-2
CCN(CC)S(=O)(=O)c1ccc(S(=O)(=O)N(CC(=O)Nc2ccccc2)CC2CCCO2)cc1 (stereo not given)	4	nt	18	-3	nt	-2.5	11	0.5	1	-9
Cc1cc2ccccn2c1C(=O)c1cccc(S(=O)(=O)N2CCOCC2)c1	5	nt	4	-2	0	0.4	4	-0.6	0	-2
COc1ccc(CNC[C@H]2O[C@@H](n3cnc4c(N)ncnc43)[C@H](O)[C@@H]2O)cc1OC	-2	0	-1	-3	nt	-6.9	18	-0.4	-3	-4
Cc1ccc2nc(-c3cccs3)oc(=O)c2c1	-3	-2	-7	5	-1	-1.7	18	0.8	-1	-28
CSCCC(NC(=O)c1ccccc1Br)C(=O)NCC1CCCCC1 (stereo not given)	15	-2	-1	10	-2	-3.4	9	3.1	13	-13
OCC1OC(O)CC(O)C1O (stereo not given)	13	4	0	2	2	-0.8	3	1.7	3	2
Nc1ccccc1C(=O)NCc1ccc(F)cc1	6	-4	-4	-5	0	-0.5	-9	0.7	-1	-1

(more compounds)
SMILES	Tat transport	CAL PDZ FP-1	Rtt109 Vps75	V-ATPase pHluor	Wnt act	CAL PDZ FP-2	MITF TRPM1 HTS	CDK5 inh	RTF Ca sens act	dFosB act
CCOC(=O)C1=C(COC(=O)c2ccc(Br)c(S(=O)(=O)N3CCOCC3)c2)NC(=O)NC1C (stereo not given)	7	-1	5	7	1	-0.6	-5	0.9	-5	-11
COCCN1C(=O)C(=O)/C(=C(/O)c2ccc3c(c2)OCCO3)C1c1ccc(C(=O)OC)cc1 (stereo not given)	8	0	4	-1	nt	0.3	1	0.3	6	-5
CC(C)CC1Nc2ccc(C(=O)NCc3ccc4c(c3)OCO4)cc2NC1=O (stereo not given)	13	-1	-4	-3	nt	-0.4	4	-6.9	-3	-9
Cc1ccc(C2=NN(CC(=O)NCCN(CC(C)C)CC(C)C)C(=O)CC2)cc1	-3	-4	-3	-13	-2	nt	10	-0.1	2	1
O=C(CS(=O)(=O)c1ccccc1)Nc1ccc(Br)cn1	-4	1	4	1	4	-1.1	-7	0.6	-15	-1
CC(=O)Nc1ccc(-c2cc(N)n(-c3ccccc3)n2)cc1	7	9	-1	0	44*	-0.7	48	0.3	-1	-7

Bioassay records (PubChem)
